Screens as filed in PubChem BioAssay.
TIM10 inh = growth inhibitors of isogenic TIM10 control yeast, primary screen, counter-screen for tim10-1 yeast inhibitor project, luminescence, uHTS; inhibition, % at 10 µM; S. cerevisiae TIM10 strain growth, BacTiter-Glo luminescence, 24 h; actives 1.4% (n = 330,000); AID 463195, 2010;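 active means inhibition of 40% or more at the single tested concentration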;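 further: wild-type TIM10 isogenic control strain grown at permissive 25 °C; 0% = DMSO yeast wells and 100% = minimal medium wells without yeast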
NALP3 yeast inh = NALP3 inflammasome inhibitors in reconstituted yeast, primary screen, luminescence, uHTS; Yeast reconstituted NLRP3/ASC/caspase-1, beta-gal luminescence, 24 h; inhibition, % at 10 µM; actives 0.39% (n = 330,000);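 active means inhibition of 50% or more; inactive means inhibition below 50%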;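 further: plate controls were induced DMSO wells for no effect and uninduced yeast grown without galactose for full effect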
hIAP act = human IAP activators, primary screen, biochemical, luminescence, uHTS | Intestinal-type alkaline phosphatase (Homo sapiens), P09923 | purified human IAP, CDP-Star luminescence, 30 min; hits give high values; 1 = vehicle-only enzyme, 0 = enzyme-free background | activation factor at 10 µM | actives 0.16% (n = 330,000);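 active means activation factor of the enzyme at least 2-fold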; further: the source names both 10 and 20 µM as test concentration; values of inactives mirror those of a sister screen read the other way
Target sequence (P09923 whole entry, looked up): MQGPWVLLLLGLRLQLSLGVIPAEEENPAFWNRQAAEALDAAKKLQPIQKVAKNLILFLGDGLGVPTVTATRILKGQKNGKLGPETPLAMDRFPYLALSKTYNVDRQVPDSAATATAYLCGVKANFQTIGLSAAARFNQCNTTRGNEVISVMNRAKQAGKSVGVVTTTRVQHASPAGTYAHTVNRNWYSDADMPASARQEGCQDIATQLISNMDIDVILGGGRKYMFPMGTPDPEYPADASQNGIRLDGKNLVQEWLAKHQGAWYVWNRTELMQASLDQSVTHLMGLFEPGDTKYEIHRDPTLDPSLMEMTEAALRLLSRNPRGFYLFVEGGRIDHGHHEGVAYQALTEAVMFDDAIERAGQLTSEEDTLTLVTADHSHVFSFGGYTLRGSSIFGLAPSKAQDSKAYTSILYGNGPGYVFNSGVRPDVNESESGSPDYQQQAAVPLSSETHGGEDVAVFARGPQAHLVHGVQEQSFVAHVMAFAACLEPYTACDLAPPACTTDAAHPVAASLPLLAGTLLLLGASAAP
mIAP activ = activators of mouse IAP, primary screen, biochemical, luminescence, uHTS; intestinal alkaline phosphatase [Mus musculus]; muIAP, CDP-Star luminescence, 30 min; hits give high values; 1 = vehicle-only enzyme signal, 0 = enzyme-free wells; activation factor at 10 µM; actives 0.24% (n = 330,000); AID 2805, 2010;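 active means activation factor of at least 2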; further: the source names both 10 and 20 µM as test concentration; values of inactives mirror those of a sister screen read the other way
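Assay system: mouse IAP enzyme; reagent: chemiluminescent substrate CDP-Star; dosing: test compounds delivered from DMSO solution; schedule: 30 min at room temperature; measured by: luminescence from enzymatic CDP-Star hydrolysis; controls: DMSO-only wells and no-enzyme negative control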
ATG4B inh = ATG4B protease inhibitors, primary screen, biochemical, fluorescence, uHTS. ATG4B cleavage of LC3-PLA2, NBD-HPC fluorescence, 1 h. inhibition, % at 8.33 µM. actives 0.51% (n = 340,000); in the data active means inhibition above about 40%
Target sequence (Q9Y4P1 whole entry, looked up): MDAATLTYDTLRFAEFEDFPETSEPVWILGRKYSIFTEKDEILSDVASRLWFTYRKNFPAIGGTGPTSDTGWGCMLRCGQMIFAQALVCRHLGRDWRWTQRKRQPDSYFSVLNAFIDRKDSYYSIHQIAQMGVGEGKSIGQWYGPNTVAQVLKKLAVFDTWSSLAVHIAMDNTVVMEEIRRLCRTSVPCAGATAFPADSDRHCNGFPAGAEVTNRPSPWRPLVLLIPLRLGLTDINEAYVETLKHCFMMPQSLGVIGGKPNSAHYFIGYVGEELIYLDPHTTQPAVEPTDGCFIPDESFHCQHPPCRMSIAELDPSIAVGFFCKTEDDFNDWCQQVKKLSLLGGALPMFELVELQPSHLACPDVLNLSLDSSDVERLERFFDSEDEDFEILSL
hIAP inh = human IAP inhibitors, primary screen, biochemical, luminescence, uHTS | Intestinal-type alkaline phosphatase (Homo sapiens), P09923 | purified IAP, CDP-Star luminescence, 30 min | inhibition, % at 10 µM | actives 0.12% (n = 330,000) | AID 2544, 2010;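 active means inhibition reaching a set limit with compound at 10 µM in the primary screen, cut at about 35% in these data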;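 further: plate controls were DMSO wells with enzyme for no effect and no-enzyme buffer wells for full effect; values of inactives mirror those of a sister screen read the other way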
tim10-1 inh = growth inhibitors of tim10-1 mutant yeast, primary screen, luminescence, uHTS; S. cerevisiae tim10-1 ts strain growth, BacTiter-Glo, 24 h; actives 2.2% (n = 330,000); inhibition, % at 20 µM;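 active means inhibition of at least 40%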;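 further: mutant grown at 25 °C; 0% = DMSO wells with yeast and 100% = wells holding no yeast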
Apaf1 inhib = inhibitors of human Apaf-1 apoptosome, primary screen, biochemical, DEVD-Rh110 fluorescence, uHTS | Apoptotic protease-activating factor 1 (Homo sapiens), O14727 | reconstituted apoptosome caspase-3 activity | inhibition, % at 20 µM | actives 0.71% (n = 330,000); active means inhibition of at least 40% at 20 µM;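 further: plate controls were DMSO wells for no effect and DEVD-CHO caspase inhibitor wells for full effect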
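Material: reconstituted apoptosome with Apaf-1, cytochrome c, caspase-9, procaspase-3, dATP / Buffer or medium: pH 7.5 Hepes buffer with CHAPS, BSA, DTT / Also added: cytochrome c with DEVD-Rh110 / Schedule: compound with Apaf-1, dATP, procaspase-3 30 min, then 50 min reaction, room temperature / Technique: rhodamine 110 fluorescence at Ex 480/Em 540 nm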
mIAP block = inhibitors of mouse IAP, primary screen, biochemical, luminescence, uHTS | actives 0.2% (n = 330,000) | intestinal alkaline phosphatase [Mus musculus] | AID 2806, 2010 | purified mouse IAP, CDP-Star luminescence, 30 min | inhibition, % at 10 µM;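 active means inhibition of at least 40% at 10 µM in the primary screen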;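 further: plate controls were DMSO with enzyme for no effect and no enzyme wells for full effect; values of inactives mirror those of a sister screen read the other way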
Active calls of the source: *; x = no result given.

SMILES	TIM10 inh	NALP3 yeast inh	hIAP act	mIAP activ	ATG4B inh	hIAP inh	tim10-1 inh	Apaf1 inhib	mIAP block
COc1ccc(/C=C/C(=O)N(C)C2CCS(=O)(=O)C2)cc1OC (centres undefined)	-12	15	1.1	1.1	26	-10	9	2	-9
COc1ccc(C(C)=O)cc1COC(=O)CSCC(=O)Nc1ccc(C)cc1	-7	19	0.95	0.93	-5	5	5	11	7
COCCCN(C(=O)CCOc1ccc(C(C)(C)C)cc1)c1c(N)n(Cc2ccccc2)c(=O)[nH]c1=O	-3	6	0.84	0.95	-14	16	-11	14	4
O=C(Cc1cccs1)N1CCN(S(=O)(=O)c2ccc(Br)cc2)CC1	-1	12	0.97	1	-8	3	33	14	-5
COc1ccc(NC2=NC(C)(CO)CS2)cc1 (centres undefined)	-4	11	0.92	0.99	-3	8	-3	-3	1
Cc1ccc(Nc2nnc(SCc3cc(=O)n4ccsc4n3)s2)c(C)c1	-38	8	1.1	0.87	-14	-6	23	24	13
O=C(COC(=O)c1ccc([N+](=O)[O-])o1)NCc1ccc(F)cc1	-211	14	0.94	1	1	6	-181	15	-1
CCC(=O)N1CCc2cc(S(=O)(=O)CCC(=O)NCCC3=CCCCC3)ccc21	-16	3	1	1.1	6	-4	0	7	-11
COc1cccc(NC(=O)C2c3cc(OC)c(OC)cc3C(=O)N(C)C2c2cccnc2)c1 (centres undefined)	0	5	1	0.97	-4	0	-1	-4	3
Cn1c(=O)c2ccccc2n(CC(=O)NC2CCCC2)c1=O	-8	12	0.91	0.92	-18	9	-7	-10	8
CN1CCN(c2cc(=O)n(-c3ccc(Cl)cc3)c(=O)[nH]2)CC1	3	12	1	0.98	-2	0	-21	-1	2
CN1C(=O)N(C)C2(c3ccccc3)N(C(C)(C)C)C(=O)NC12c1ccccc1 (centres undefined)	10	-10	1.1	1	-5	-9	6	-6	-2
COc1ccc(OC)c(C(C)NC(=S)Nc2ccc(S(=O)(=O)Nc3ncccn3)cc2)c1 (centres undefined)	2	18	1.1	0.99	-5	-14	-9	2	1
CC(Sc1ncc(C#N)c(N)n1)C(=O)Nc1ccccc1 (centres undefined)	8	6	1.1	1	-1	-12	11	2	0
O=c1oc2ccccc2cc1-c1csc(Cc2nc(-c3ccc(Br)cc3)cs2)n1	6	10	0.97	0.97	-11	3	8	1	3
Cc1noc(C)c1CCC(=O)Nc1c(C(C)C)cccc1C(C)C	-1	11	1	1	-5	-1	-12	5	0
O=C(NNC(=O)C1C2CCC(C2)C1C(=O)O)c1cccc(Cl)c1 (centres undefined)	11	-21	0.99	0.88	2	1	4	-11	12
CCOC(=O)c1c(CSc2ccccc2)n(C)c2ccc(O)cc12	15	3	1.1	0.98	-5	-6	-11	9	2
Cc1nn(C)c(C(=O)Nc2cccc(CN3CCOCC3)c2)c1Br	2	7	0.95	0.99	5	5	-9	0	0
COc1ccc(N2C(=O)C3ON(C4SC(=S)N(C)C4(C)C)C(c4ccc(Cl)cc4)C3C2=O)cc1 (centres undefined)	13	14	0.96	0.95	-3	4	23	12	5
O=C(CNCc1cccs1)Nc1ccc(S(=O)(=O)N2CCCCC2)cc1	13	13	0.86	1	-5	14	22	0	-2
Cc1ccc(C(=O)CSc2nnc(-c3ccc4[nH]c(C)c(C)c4c3)o2)cc1C	-24	1	0.96	0.97	-2	4	-4	-10	3
Nc1nnc(CCC2CCCCC2)s1	5	5	0.98	0.98	5	2	10	3	2
COCC1CCN(Cc2nc(-c3ccc(OC)cc3)no2)CC1	7	3	1.1	1	-1	-9	9	-19	0
Cc1ccc(CNC(=O)COC(=O)CCOc2ccc(C)cc2)cc1	9	21	0.9	0.94	5	10	29	15	6
O=C(O)C1C2CC3C(OC(=O)C31)C2Cl (centres undefined)	7	20	0.95	0.95	0	5	-3	1	5
CC/C(=N\N=C(/CC)c1ccccc1N)c1ccccc1N	18	-3	1.1	1	-3	-6	14	-9	-4
Cc1ccc(-n2nnnc2C(Cl)(Cl)c2nnnn2-c2ccc(C)cc2)cc1	62*	50	1.6	0.94	-44	-57	45*	8	6
COc1cc(C#N)c(NC(=S)N2CCOCC2)cc1OC	2	9	0.99	0.89	x	1	5	-3	11
O=C(CCc1nnc(CCCc2ccccc2)o1)NCCc1ccco1	-7	12	1.1	1	2	-8	12	-6	-3
CCNC(=O)c1cccc(NC(=O)CN2C(=O)NC3(CCCCC3)C2=O)c1	11	28	1.1	0.99	-10	-11	3	-3	1
O=C(c1ccco1)N1CCN(c2ccc([N+](=O)[O-])cn2)CC1	2	10	0.88	0.96	5	12	4	-13	4
CCc1ccc(OCCCC(=O)NCc2ccccc2)cc1	19	25	0.98	0.98	-9	2	14	3	2
Cc1ccc(-n2c(SCC(=O)Nc3cc(C)on3)nc3c([nH]c4ccccc43)c2=O)cc1	-31	8	0.86	0.96	2	14	-14	54*	4
O=C(NCC(c1cccs1)N1CCOCC1)c1cc2ccccc2oc1=O (centres undefined)	10	13	0.94	1	-1	6	18	12	-5
O=C(c1ccc2c(=O)n3c(nc2c1)CCCCC3)N1CCc2ccccc21	6	8	1	0.99	4	-3	15	-21	1
COc1ccc(N2CCN(C(CNC(=O)C(=O)NCCCO)c3ccco3)CC2)cc1 (centres undefined)	-9	-3	1.1	0.92	2	-7	12	-3	8
Cc1ccc2sc(N(CCCN(C)C)C(=O)CN3C(=O)c4ccccc4C3=O)nc2c1C	18	7	0.95	0.99	-8	5	18	3	1
Cn1nc(-c2ccc(C(=O)N3CCN(Cc4ccccc4)CC3)cc2)c2ccccc2c1=O	19	6	1.2	0.98	-9	-15	24	22	2
COc1ccccc1CN1C[C@@H]2C[C@@H](c3[nH]c4c(C)cccc4c3C)N3CCC[C@@]23C1=O	16	2	0.9	1.1	10	10	21	7	-7
Cc1ccc(N=C2NC(=O)/C(=C/C=C/c3ccco3)S2)cc1C	-6	5	1.1	0.44	48*	-10	10	62*	56*
Cc1ccc2c(c1)[C@H]1[C@H](CO2)[C@H](c2ccccc2)[C@]2(C)C(=O)Nc3ccc(Cl)cc3C(=O)N12	21	-4	0.96	0.96	7	4	16	18	4
COc1ccccc1N1CCN(C(=O)CC(NC(=O)c2ccccc2Cl)c2ccccc2)CC1 (centres undefined)	11	13	0.94	1	-8	6	7	6	-3
O=C(O)CCCC(=O)N(Cc1ccccc1)Cc1ccccc1	-1	-5	1	1.1	-4	-1	21	22	-7
Cc1cc(C)c2c(N)c(C(=O)N3CCN(c4ncccn4)CC3)sc2n1	2	11	1.1	1.1	-4	-10	14	12	-10
COc1ccc(-c2c(C)oc3c(CN4CCCC(C)C4)c(O)ccc3c2=O)cc1OC (centres undefined)	23	9	1.2	0.97	13	-17	2	-3	2
CC(=O)NC(CCS(C)(=O)=O)C(=O)Nc1cccc2ccccc12 (centres undefined)	-3	3	1.2	1	-5	-22	7	-5	-1
CC1Cc2nc(SCC(=O)Nc3nc4ccccc4s3)n(C)c(=O)c2S1 (centres undefined)	-21	21	0.86	0.9	-3	14	14	9	10
COc1cccc2c1OCC(CN1CCN(CCC(C)C)C(CCO)C1)=C2 (centres undefined)	-10	-6	0.92	0.95	-3	8	-11	-4	5
COc1ccccc1NS(=O)(=O)c1ccc(C(=O)N2CCN(c3ccccc3O)CC2)cc1	8	4	0.97	1	3	2	-8	21	0
CC(=O)Nc1ccc(S[C@@H](CCN2CC[C@H](C(C)(C)C)CCC2=O)c2ccccc2)cc1	5	16	1.1	1.1	-7	-12	10	26	-5
O=C(COC(=O)C1CC1)Nc1ccc(N=Nc2ccccc2)cc1	-24	34	0.88	0.97	1	12	-7	7	3
CC1=C(C(=O)OCCCCCl)C(c2cc3c(cc2Br)OCO3)NC(=O)N1 (centres undefined)	-8	19	0.86	0.97	-8	14	-4	3	3
O=C(O)CC(NNC(=O)c1ccccc1)C(=O)Nc1cccc([N+](=O)[O-])c1 (centres undefined)	2	3	0.97	0.94	-3	3	1	-13	6
O=C(COC(=O)c1ccc([N+](=O)[O-])s1)Nc1ccc(F)cc1	74*	42	0.79	1	0	22	-34	38	-2
COc1ccc(C2=CC(=O)C[C@H](c3ccc4c(c3)OCO4)C2)cc1	9	39	0.98	0.95	5	2	-15	17	5
C/C(=N/NC(=O)CNS(=O)(=O)c1ccc(C)cc1)c1cccc([N+](=O)[O-])c1	9	-6	0.91	0.91	4	9	4	-2	9
CCc1cc(=O)oc2cc(C)cc(OC(C)C(=O)NCCCN3CCOCC3)c12 (centres undefined)	-5	3	0.98	0.94	-1	2	19	-10	6
CCOc1ccccc1-n1c(SCC(=O)NC(C)CC)nnc1-c1ccoc1C (centres undefined)	14	8	1.1	0.97	-8	-10	25	-6	3
CCOC(=O)N1CCN(C(=O)CN(C)S(=O)(=O)c2ccc(OCC)cc2)CC1	-8	15	0.91	0.97	-2	9	14	11	3

Five of the compounds above, with two lines to a compound:
Every second line gives: TIM10 inh, NALP3 yeast inh, hIAP act, mIAP activ, ATG4B inh, hIAP inh, tim10-1 inh, Apaf1 inhib, mIAP block
CCc1cc(=O)oc2cc(C)cc(OC(C)C(=O)NCCCN3CCOCC3)c12 (centres undefined)
 : -5, 3, 0.98, 0.94, -1, 2, 19, -10, 6
CCOc1ccccc1-n1c(SCC(=O)NC(C)CC)nnc1-c1ccoc1C (centres undefined)
 : 14, 8, 1.1, 0.97, -8, -10, 25, -6, 3
COc1cccc2c1OCC(CN1CCN(CCC(C)C)C(CCO)C1)=C2 (centres undefined)
 : -10, -6, 0.92, 0.95, -3, 8, -11, -4, 5
CCOC(=O)N1CCN(C(=O)CN(C)S(=O)(=O)c2ccc(OCC)cc2)CC1
 : -8, 15, 0.91, 0.97, -2, 9, 14, 11, 3
COc1ccc(C2=CC(=O)C[C@H](c3ccc4c(c3)OCO4)C2)cc1
 : 9, 39, 0.98, 0.95, 5, 2, -15, 17, 5

Remaining list, next part
SMILES	TIM10 inh	NALP3 yeast inh	hIAP act	mIAP activ	ATG4B inh	hIAP inh	tim10-1 inh	Apaf1 inhib	mIAP block
CC(=O)Nc1ccc(S(=O)(=O)NCCC(=O)N2CCCCC2)cc1	-2	-8	1	1	5	-2	12	4	-3
Fc1ccc(-n2c(-c3ccc4ccccc4n3)n[nH]c2=S)cc1Cl	1	7	1.1	1	-2	-10	40	15	-5
COC(=O)c1ccc(C2/C(=C(/O)c3ccc(OC)cc3)C(=O)C(=O)N2c2cc(C)on2)cc1 (centres undefined)	-4	13	0.96	1	3	4	17	4	-3
Cc1nnc(-c2ccco2)c2cn(-c3cccc(Br)c3)nc12	25	12	1	0.98	-6	-4	38	9	2
CC(C)(C)NC(=O)C(OC(=O)c1ccco1)c1ccccc1F (centres undefined)	2	16	0.96	1.1	-3	4	9	-3	-10
COc1c(C)cc(C(=O)C2CCCN(C(=O)c3cccc(F)c3)C2)cc1C (centres undefined)	-42	4	1.1	1.1	-23	-7	19	17	-7
